PI4K2A block = inhibitors of human PI4K2A | Q9BTU6 | purified PI4K2A, ADP-Glo luminescence, 1 h; stronger effect = lower value | activity change, negative = inhibition, % at 76.9 µM | actives 0.13% (n = 420,000) | AID 1346378; in the data active = activity change below about -50%; inconclusive = mostly about -30% to -49%;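 note: -100% = wells without enzyme as full effect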
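ADP-Glo luminescence measured ADP generated by PI4K2A enzyme (4 ug/mL before mixing) with 1.2 mM PI substrate (pre-mix) and 300 microM ATP (pre-mix). Tris pH7.5 buffer with MgCl2, Triton X-100; 1 h reaction at ambient temperature.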
TrxR1 substrate = substrates of rat thioredoxin reductase 1; Potency, µM (highest dose often 114 µM), inactives show at the highest dose activity change, negative = substrate turnover; purified TrxR1 substrate turnover, NADPH consumption readout; actives 0.01% (n = 390,000); O89049; note: potency is the fitted concentration of half-maximal effect; % is set by controls: 0 for no effect and ±100 for the full control effect; nearly all actives have a fitted effect of over 50% in size
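Rat TrxR1, dispensed at 90 nM, was prereduced with 400 uM NADPH (final) for 5 min at ~22 deg C, then incubated with compound 15 min before 400 uM selenite. A first-read NADPH fluorescence drop versus no-compound background flagged substrates.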
IDH1 R132H inh = blocks human mutant IDH1 R132H enzyme. Potency, µM (top dose mostly 76.6 µM), for inactives: top-dose activity change, negative = inhibition, most hits filed as inhibitors. IDH1-R132H enzyme, NADPH consumption, diaphorase/resazurin fluorescence. O75874. actives 0.093% (n = 390,000); note: potency is the fitted concentration of half-maximal effect; % is set by controls: 0 for no effect and ±100 for the full control effect; nearly all actives have a fitted effect of over 65% in size
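IDH1-R132H (0.5 ug/mL) preincubated 30 min with compound, then NADPH (0.016 mM) and alpha-KG (2 mM) added; 80 min at RT, pH 7.5. Remaining NADPH coupled via diaphorase/resazurin to fluorescence (540/590 nm); concentration-response curves normalized to no-enzyme control.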
D2 antag = D2 dopamine receptor (human) antagonism; P14416; HEK293 TREx D2 cells, calcium flux, dopamine EC80; inhibition, % at 10 µM; actives 2% (n = 340,000); in the data active = inhibition above about 30%; note: 0% is about no effect
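Inhibition of EC80 dopamine-driven calcium flux, recorded kinetically, defines activity here; cells are a tetracycline-induced HEK293 T-REx line expressing force-coupled D2.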
D2 ag = activates the human D2 dopamine receptor; P14416; HEK293 T-REx D2 cells, calcium flux agonist mode; activation, % at 2 µM; actives 0.53% (n = 340,000); AID 485358;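 active = activation over 3 SD above normal in the single-dose calcium agonist read, cut at about 30% in these data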; note: 0% is about no effect
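Agonism is scored from calcium flux in a force-coupled, inducible HEK293 cell line expressing D2, read kinetically for 180 s after compound addition against dopamine controls.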
USP1-UAF1 inh = inhibitors of human USP1/UAF1 deubiquitinase; recombinant USP1/UAF1, Ub-Rhodamine cleavage fluorescence; O94782; Potency, µM (titrated, usually from 57.1 µM), without a hit: at the top dose activity change, negative = inhibition, hits mostly inhibitors; actives 0.23% (n = 390,000); note: potency is the fitted concentration of half-maximal effect; % is set by controls: 0 for no effect and ±100 for the full control effect; nearly all actives have a fitted effect of over 60% in size; inactives centre near -12
Target sequence (O94782 whole entry, looked up): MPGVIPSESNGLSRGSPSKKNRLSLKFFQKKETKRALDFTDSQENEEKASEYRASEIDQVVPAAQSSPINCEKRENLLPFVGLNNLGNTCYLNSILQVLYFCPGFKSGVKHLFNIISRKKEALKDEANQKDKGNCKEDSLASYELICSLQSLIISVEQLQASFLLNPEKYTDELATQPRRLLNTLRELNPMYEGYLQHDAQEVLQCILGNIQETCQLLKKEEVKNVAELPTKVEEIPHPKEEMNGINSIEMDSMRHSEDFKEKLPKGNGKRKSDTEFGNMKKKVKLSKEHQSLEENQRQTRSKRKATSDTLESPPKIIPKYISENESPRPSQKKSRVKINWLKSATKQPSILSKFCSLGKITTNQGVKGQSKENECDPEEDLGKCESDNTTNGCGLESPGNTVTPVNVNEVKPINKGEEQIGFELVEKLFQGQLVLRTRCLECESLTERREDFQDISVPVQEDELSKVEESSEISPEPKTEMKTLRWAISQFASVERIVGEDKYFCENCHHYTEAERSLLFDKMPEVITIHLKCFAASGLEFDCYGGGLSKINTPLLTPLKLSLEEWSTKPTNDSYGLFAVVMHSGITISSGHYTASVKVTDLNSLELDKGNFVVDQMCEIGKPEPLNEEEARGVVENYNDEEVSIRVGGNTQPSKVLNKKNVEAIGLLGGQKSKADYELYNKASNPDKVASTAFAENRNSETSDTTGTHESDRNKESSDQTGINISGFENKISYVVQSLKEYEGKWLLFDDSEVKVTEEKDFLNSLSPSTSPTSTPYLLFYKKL
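USP1/UAF1 complex at 1 nM was preincubated with compound for 15 min at room temperature, then Ub-Rho substrate (150nM final) was added. Fluorescence (480/540 nm) was read kinetically, 6 reads every 60 seconds.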
TRHR enhancer = allosterically enhances the human TRH receptor. TRHR cells, fluo-8 calcium fluorescence, EC20 TRH enhancement. enhancement, % at 2 µM. actives 0.66% (n = 360,000); in the data active = enhancement above about 30%; note: 0% is about no effect
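Enhancer read-out: after compound pinning and an initial kinetic agonist-mode read, an EC20 of TRH (10 nM final) was injected and fluo-8 calcium signal (Ex 480/Em 530) followed at 1 s/cycle for 100 cycles in TRHR-expressing cells.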
TRHR ag = agonists of human TRH receptor. P34981. TRHR cells, calcium flux fluo-8, FDSS agonist mode. activation, % at 2 µM. actives 0.18% (n = 360,000); in the data active = activation above about 30%; note: 0% is about no effect
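Agonist-mode FDSS calcium read (Ex 480/Em 530, 1 s cycles) in 1536-well TRHR cells with fluo-8 dye, after 10-cycle baseline and 23 nL compound addition; TRH at EC20 (10 nM final) added afterwards for the enhancer phase.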
TrxR1 inh = inhibitors of rat thioredoxin reductase 1 | O89049 | AID 588453 | Potency, µM (doses to about 114 µM), for the others: top-dose activity change, negative = inhibition, hits mostly inhibitors | recombinant rTrxR1, NADPH fluorescence consumption, selenite substrate | actives 1% (n = 390,000); note: potency is the fitted concentration of half-maximal effect; % is set by controls: 0 for no effect and ±100 for the full control effect; nearly all actives have a fitted effect of over 65% in size
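Rat TrxR1 (90 nM in the dispensed reagent) was pre-reduced with 400 uM NADPH for 5 min at room temperature, then incubated with compound for 15 min. After 400 uM selenite was added, NADPH fluorescence (Ex 340/Em 450 nm) was followed for 8 min.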
Starred values were filed as active, the others as inactive; ? = inconclusive; . = not tested or not shown; & = joins results of further samples; [ ] = another dose, or the depositor's remark. Unless noted, calls come from the whole dose curve; as a rule, active = well fitted inhibition curve with a large enough effect; inconclusive = small, poorly fitted or top-dose-only effect; inactive = no such curve, though single readings can be large or run the other way.

canonical_smiles	PI4K2A block	TrxR1 substrate	IDH1 R132H inh	D2 antag	D2 ag	USP1-UAF1 inh	TRHR enhancer	TRHR ag	TrxR1 inh
Cc1nn(CC(=O)Nc2c(F)c(F)cc(F)c2F)c(=O)c2cccn12	-4	4%	0%	-14	1.0	-23%	0	0.1	19%
O=C(CC(Sc1ccccc1)c1cccs1)c1ccco1 (stereo unspecified)	1	0%	7%	1	0.8	?	-1	0.5	18%
COc1ccc(C2=NOC(C(=O)Nc3cccnc3)C2)cc1OC (stereo unspecified)	-1	0%	3%	-8	-0.5	-11%	10	0.4	6%
CC(C)CCN1CCC(CN2C(=O)C(=O)NC[C@@H]2Cc2ccccc2)CC1	-2	2%	30%	.	.	-28%	.	.	14%
CN(C(=S)NC(=O)C1CC1)c1ccc(O)cc1	-1	6%	1%	-24	-0.6	-17%	7	-0.3	-5%
Cc1ccc(S(N)(=O)=O)cc1NC(=O)c1ccc2c3c(cccc13)CC2	4	-4%	12%	17	1.7	-12%	2	0.2	11%
C=CCc1cccc2cc(C(=O)NC3=C(C#N)CCC3)c(=O)oc12	3	-3%	3%	13	-1.1	-23%	4	0.2	3%
Cc1nnc(SCc2nnc(-c3cccs3)o2)n1Cc1ccccc1	3	10%[57.1 µM]	8%	4	14	-3%	-4	-0.6	16%[57.1 µM]
CCO/C(C)=C1\C(=O)Nc2ccccc21	6	-10%	2%	-3	-0.2	1%	-7	0.3	10%[57.1 µM]
O=C(COc1ccc(Br)cc1CO)Nc1ccc(F)cc1	1	-10%	10%	10	0.2	-8%	10	-0.8	-10%
CC(C)c1ccc(/C=N/n2cnnc2)cc1	-2	4%	0%	-7	0.3	-17%	3	-0.7	10%
COc1ccc2c(c1OC)C(=O)OC2C/C(=N\NC(N)=O)c1ccccc1 (stereo unspecified)	0	1%	0%	9	-1.3	-12%	14	-0.3	5%
COc1cc2c(cc1OC)C(C)N(C(=O)c1nccnc1C(=O)O)CC2 (stereo unspecified)	3	8%	0%	6	1.7	-12%	-3	0.5	14%
O=C(CSc1nnnn1-c1ccc(O)cc1)c1cc2ccccc2o1	3	-5%	-4%	.	.	-18%	3	0.3	16%
COc1ccc(Oc2ccccc2C#N)cc1	3	3%[11.4 µM]	2%	.	.	-11%	2	1.5	0%[11.4 µM]
CCn1cc(CNCc2cn[nH]c2-c2cc3ccccc3o2)cn1	-1	-2%[57.1 µM]	6%	-29	-1.1	-10%	5	-0.1	-1%[57.1 µM]
COc1c(C(=O)Nc2c(C)n(C)n(-c3ccccc3)c2=O)ccc2ccccc12	1	-5%	3%	-7	0.1	-4%	-4	-0.6	-6%
COc1ccc(-c2nc(-c3ccccc3)c(-c3cccs3)[nH]2)cc1OC	1	63%[activator]	-1%	17	0.2	?	-2	-0.2	8%
CCOC(=O)CCNC(=O)c1ccccc1Br	1	13%[57.1 µM]	2%	-13	1.0	-16%	-2	0.0	14%[57.1 µM]
CCOc1ccc(Nc2c3c(nc4ncnn24)CC(C)CC3)cc1 (stereo unspecified)	15	-2%	-3%	1	-0.3	-15%	4	1.8	-13%
CCOC(=O)c1sc2ncn(/N=C/c3ccc(O)c(OC)c3)c(=O)c2c1C	-3	-2%	15%	12	-1.4	-19%	-5	0.9	-5%
O=C1NCCCC1C(=O)NCCNC(=O)C(F)(F)F (stereo unspecified)	0	7%	-2%	5	0.8	8%	-1	0.6	18%
COC(=O)c1cc(NC(=O)CN(C)Cc2ccccc2)cc(C(=O)OC)c1	3	80%[activator]	-2%	8	0.5	0%	-5	-0.7	24%
Cn1c(SCC(=O)NNC(=O)c2ccc(Br)cc2)nnc1-c1cccnc1	3	-3%	5%	11	0.7	-15%	7	-0.1	20%
CCOC(=O)CCCNC(=O)COC(=O)/C=C/c1ccc2c(c1)OCO2	-3	10%	0%	3	4.3	-25%	3	-0.5	15%
Cc1ccc2oc(C(=O)N(Cc3sccc3C)C3CCS(=O)(=O)C3)c(C)c2c1 (stereo unspecified)	-2	-4%	.	.	2.9	?	1	0.6	20%
COc1ccc(C2CC(=O)C3=C(C2)Nc2ncnn2C3c2ccccc2C)cc1 (stereo unspecified)	-1	5%	6%	-6	-0.6	-5%	3	0.1	12%
CNC(=O)c1cc2cc(OC)ccc2oc1=N	-1	28%[57.1 µM]	22%	5	0.7	-16%	-4	0.6	3%[57.1 µM]
COc1ccc(-c2ccc(=O)n(Cc3cccc([N+](=O)[O-])c3)n2)cc1	10	-10%	2%	-5	-0.3	-10%	-11	-0.1	9%
CN(C)c1ccc(CNS(=O)(=O)c2csc(C(N)=O)c2)cc1	-1&0	-11%&-2%	-12%&22%	-26	0.1&0.5	?	1&-1	0.0&0.2	-9%&9%
CC(=O)c1cccc(NC(=O)C(C)OC(=O)c2ccc3ncsc3c2)c1 (stereo unspecified)	-1	1%	2%	.	.	-11%	1	-0.2	11%
Cc1cc(NC(=O)c2nn(C)c(C)c2[N+](=O)[O-])no1	4	0%[57.1 µM]	-2%	-7	-0.4	-11%	-3	0.7	6%[57.1 µM]
CSc1nc(O)c(C(c2ccc(C)cc2)c2c(O)nc(SC)[nH]c2=O)c(=O)[nH]1	1	0%	-7%	-5	0.4	-10%	0	-0.3	?
CC/C(=N\NS(C)(=O)=O)c1ccccc1	1	-7%[57.1 µM]	3%	3	0.7	-5%	0	0.5	-7%[57.1 µM]
CCCCn1cnc2c(c(CC#N)nn2-c2ccccc2)c1=N	2	-7%	-2%	.	.	-19%	.	.	-7%
Cc1ccc(NC(=S)NC(=O)C2CCCC2)c(Br)c1	-13	-1%	-12%	.	.	-22%	.	.	?
CC1CCCCC1NC(=O)COC(=O)CCC(=O)c1cccs1 (stereo unspecified)	-6	-3%	-9%	-11	-0.8	-3%	-3	-0.1	13%
CCC(C)NC(=O)c1ccc(Cl)c(S(=O)(=O)Nc2ccccc2N2CCOCC2)c1 (stereo unspecified)	-4	1%	12%	4	-0.6	-20%	8	-0.2	3%
Cc1c(Cl)cccc1NC(=O)CNc1ccccc1F	1	-14%	8%	3	-1.4	1%	-3	0.2	-21%
COc1ccccc1Nc1nnc(SCC(=O)Nc2nc(-c3ccc(F)cc3)cs2)s1	-1	-5%	5%	9	0.5	-19%	11	1.4	-28%
Fc1ccc(Br)cc1C1C=C(c2cccnc2)Nc2ncnn21 (stereo unspecified)	-1	5%	-4%	-4	0.7	-24%	1	0.1	?
COc1ccc(C2c3ccc4ccccc4c3Oc3ncn(CCN4CCOCC4)c(=N)c32)cc1 (stereo unspecified)	4	-2%	4%	-23	-1.3	-25%	-1	0.5	-14%
Cc1cc(OCC(F)(F)C(F)(F)C(F)(F)C(F)F)nc(N)n1	2	4%[57.1 µM]	4%	25	0.2	-20%	5	0.7	2%[57.1 µM]
Cc1ccc(Cl)cc1NC(=O)C1CCN(c2nc3ccccc3n3cccc23)CC1	0	-5%	-26%	.	0.0	?	15	0.0	9%
COc1ccc2oc(C(=O)N(C)Cc3ccc4c(c3)OCCO4)c(C)c2c1	-1	1%	2%	-7	0.7	-7%	9	0.9	5%
Cc1cc(C)n2cc(CSc3nnnn3C)nc2n1	0	59%[activator]	1%	-27	0.4	-5%	-3	0.3	-5%
Cc1nc(-c2ccc(S(=O)(=O)Nc3ccc(C#N)cc3)cc2)co1	23	-4%[57.1 µM]	-6%	.	-0.4	-8%	2	0.4	5%[57.1 µM]
COCCCN1C(=O)CC(C(=O)OC)=C1C	2	5%	-6%	2	-0.5	-8%	-4	-0.3	14%[57.1 µM]
O=C(O)c1cc2ncc(CCO)cn2n1	-4	-4%	-8%	4	0.0	-10%	2	0.8	-8%
COc1cccc(/C=N/Nc2ncnc3scc(-c4ccccc4)c23)c1O	-2	-15%	7%	-9	2.3	?	-5	0.5	-12%
O=C(c1ccc2c3n(nc2c1)-c1ccccc1CO3)N1CCOCC1	-55*	13%	-8%	-14	0.2	-24%	0	-0.2	22%

Part of the list above, with two lines to a compound.
Every second line gives: PI4K2A block | TrxR1 substrate | IDH1 R132H inh | D2 antag | D2 ag | USP1-UAF1 inh | TRHR enhancer | TRHR ag | TrxR1 inh
- COc1ccccc1Nc1nnc(SCC(=O)Nc2nc(-c3ccc(F)cc3)cs2)s1
→ -1 | -5% | 5% | 9 | 0.5 | -19% | 11 | 1.4 | -28%
- Cc1cc(NC(=O)c2nn(C)c(C)c2[N+](=O)[O-])no1
→ 4 | 0%[57.1 µM] | -2% | -7 | -0.4 | -11% | -3 | 0.7 | 6%[57.1 µM]
- CC(=O)c1cccc(NC(=O)C(C)OC(=O)c2ccc3ncsc3c2)c1 (stereo unspecified)
→ -1 | 1% | 2% | . | . | -11% | 1 | -0.2 | 11%

Screening results from PubChem BioAssay.
